Screens deposited in PubChem BioAssay by several laboratories.
NPY-Y2 antag = antagonists of human neuropeptide Y receptor Y2 | NPY-Y2 expressing cells, antagonist mode | inhibition, % at 2.7 µM | P49146 | hit rate 0.99% among 140,000; in the data active = inhibition above about 17%;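 also: 0% = vehicle with agonist challenge and 100% = reference antagonist with challenge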
Target sequence (P49146 whole entry, looked up): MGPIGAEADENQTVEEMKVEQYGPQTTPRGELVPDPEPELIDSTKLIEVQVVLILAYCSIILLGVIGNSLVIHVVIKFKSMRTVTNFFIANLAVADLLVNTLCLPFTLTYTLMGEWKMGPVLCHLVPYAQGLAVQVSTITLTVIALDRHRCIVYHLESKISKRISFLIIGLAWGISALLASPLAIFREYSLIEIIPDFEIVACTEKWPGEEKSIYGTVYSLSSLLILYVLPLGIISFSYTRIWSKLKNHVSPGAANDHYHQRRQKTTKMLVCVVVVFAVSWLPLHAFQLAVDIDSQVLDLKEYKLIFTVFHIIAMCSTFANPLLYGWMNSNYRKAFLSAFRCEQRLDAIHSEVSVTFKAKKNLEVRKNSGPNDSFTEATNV
E-sel TNF inh = blocks E-selectin expression induced by TNF alpha | HUVEC TNFa-induced E-selectin immunofluorescence, high content | hit rate 0.71% among 120,000 | inhibition, % at 2 µM | AID 1246;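 active = inhibition above the batch mean plus 3 SD, and confirmed as a hit on visual image review, cut at about 43% in these data; inconclusive = passes the inhibition cutoff but fails visual image review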;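 also: 0% = TNF-stimulated DMSO wells and 100% = unstimulated control wells; not every result past the cut was called active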
Measles CPE = protection of cells from measles virus; hit rate 1.5% among 140,000; Measles virus-infected cells, CPE protection, absorbance; protection (pct of control), % at 4 µM; in the data active = protection mostly above about 24%, no sharp cut-off; inactive = mostly below about 26%; also: some compounds called inactive have numbers as strong as hits
MRP1 act = activates MRP-1; H69AR cells + doxorubicin, viability rescue, CellTiter-Glo; viability increase, % at 10 µM; hit rate 0.61% among 140,000; AID 799;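 active = viability gain under doxorubicin at or above a set limit, the compound median plus 3 SD, cut at about 4.7% in these data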;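 also: MRP-1 overexpressing cells given doxorubicin 25 µM after compound pretreatment; 18-22 h compound pretreatment then 72 h with doxorubicin before readout; 0% = doxorubicin-only wells and 100% = vehicle-treated cells without doxorubicin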
Yeast life ext = extends the lifespan of yeast; inhibition of the nicotinamide effect, % at 10 µM; S. cerevisiae growth with nicotinamide, OD615; deaD strain in restrictive glucose medium; hit rate 0.68% among 130,000;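 active = inhibition above a set limit, placed 3 SD over the median of all compounds, cut at about 26% in these data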;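 also: 0% = nicotinamide-treated wells and 100% = cells grown without nicotinamide; some compounds called inactive have numbers as strong as hits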
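assay system = DeaD-strain S. cerevisiae | measured by = absorbance at 615 nm | probe or stimulus = nicotinamide 1.5 mM | buffer or medium = CSMM-D glucose medium, restrictive | times = 48 h at 30 °C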
GALR2 blocker = blocks the human galanin receptor 2; O43603; GALR2-expressing cells, antagonist mode; inhibition, % at 4 µM; hit rate 0.39% among 140,000; in the data active = inhibition above about 27%;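 also: cells stimulated with galanin 1-16 at roughly its EC80; 0% = agonist challenge control and 100% = basal control without agonist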
Target sequence (O43603 whole entry, looked up): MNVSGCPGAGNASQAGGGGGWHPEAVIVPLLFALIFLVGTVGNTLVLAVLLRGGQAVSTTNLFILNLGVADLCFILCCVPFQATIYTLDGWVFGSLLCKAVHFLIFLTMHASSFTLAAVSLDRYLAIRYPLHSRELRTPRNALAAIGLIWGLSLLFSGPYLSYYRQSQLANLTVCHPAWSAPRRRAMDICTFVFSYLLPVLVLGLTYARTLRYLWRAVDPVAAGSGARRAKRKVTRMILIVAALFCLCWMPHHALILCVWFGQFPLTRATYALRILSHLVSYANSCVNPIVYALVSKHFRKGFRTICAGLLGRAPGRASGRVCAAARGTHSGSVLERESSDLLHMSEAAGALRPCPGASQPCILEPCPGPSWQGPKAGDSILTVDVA
bCat KO growth = beta-catenin-lacking colon tumor cell growth suppression. HCT116 beta-catenin knockout viability, CellTiter-Glo, 60 h; stronger effect = lower value. viability, % at 10 µM. hit rate 1.5% among 140,000. AID 818;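 active = viability at or under a set limit, the compound median less 4 SD, cut at about 6% in these data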;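 also: 0% = Hyamine 1622 control at 20 µM and 100% = untreated cell control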
Phagocytosis inh = inhibitors of macrophage phagocytosis; J774A.1 macrophage IgG-bead phagocytosis, imaging; hit rate 0.07% among 110,000; inhibition, % at 5 µM;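 active = inhibition above the mean of the plate negative controls plus 5 SD, cut at about 13% in these data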;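 also: phagocytic index as fraction of beads internalized from green versus red external bead signal; plate controls were DMSO negative control for no effect and cytochalasin-D positive control for full effect; some results beyond the cut were filed as inactive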
PTEN del growth = growth suppressors of cells with PTEN tumor suppressor deletion; HCT116 PTEN-null viability, CellTiter-Glo, 60 h; stronger effect = lower value; viability, % at 10 µM; hit rate 1.2% among 140,000; AID 827;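 active = viability at or below a set limit, 4 SD under the median of all tested compounds, cut at about 3.7% in these data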;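 also: PTEN knockout HCT116 line with beta catenin targeted HCT116 as companion control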
BB579 growth dn = chemicals that inhibit yeast BB579 growth in restrictive medium (lifespan-shortening candidates); S. cerevisiae BB579 growth, OD615, 48 h; inhibition, % at 10 µM; AID 804; hit rate 0.51% among 140,000;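 active = inhibition above a set limit, 3 SD over the mean compound inhibition, cut at about 44% in these data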; also: inactives centre near -24
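System: DeaD yeast strain BB579; buffer or medium: CSMM-D dextrose restrictive medium; technique: OD at 615 nm; schedule: 4 h cell preincubation, 48 h compound exposure, 30 °C humidified; doses: single 10 µM dose; controls: amphotericin B 10 µg/mL, positive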
* hit, by the source's call; u = inconclusive; x = no result given; & = joins results of further samples.

SMILES | NPY-Y2 antag | E-sel TNF inh | Measles CPE | MRP1 act | Yeast life ext | GALR2 blocker | bCat KO growth | Phagocytosis inh | PTEN del growth | BB579 growth dn
CC1(c2ccc(OC(F)F)cc2)NC(=O)N(CC(=O)Nc2ccc3c(c2)OCO3)C1=O (stereo unspecified) | 1 | -5 | 23 | 2.1 | -10 | -7 | 84 | x | 93 | -65
CCCc1[nH]n(-c2nc3ccccc3s2)c(=O)c1C=NCC1CCCO1 (stereo unspecified) | 2 | x | 3 | -0.3 | -8 | -6 | 93 | -1 | 88 | -56
Cc1cc(C(=O)CN2C(=O)CCC2=O)c(C)n1Cc1ccccc1 | 0 | u | 7 | -1.1 | -11 | -11 | 95 | 0 | 97 | -36
Cc1ccc(Cl)cc1NC(=O)COC(=O)C12CC3CC(CC(C3)C1)C2 | 4&2 | 53&-9 | 4&16 | -1.7&2.3 | -3 | -14&-1 | 94&87 | 2 | 86&93 | -23&-22
Cc1onc(-c2ccccc2Cl)c1C(=O)Nc1nc2ccc(S(C)(=O)=O)cc2s1 | 0 | x | 11 | 0.1 | -5 | -6 | 65 | -6 | 68 | -6
CCCCC(CC)COC1(c2ccccc2)OC(=O)c2ccccc21 (stereo unspecified) | 13 | -19 | 9 | -2.8 | -21 | -7 | 65 | 0 | 60 | -5
CCCC1C(c2ccco2)NC(c2ccco2)CC1(C)O (stereo unspecified) | -2 | x | 20 | -0.9 | -8 | -11 | 91 | 0 | 84 | -57
CSC1=NCCN1C(=O)c1ccc2c(c1)OCO2 | 0 | x | 14 | -0.1 | 2 | 10 | 103 | 0 | 102 | -7
CCOc1cccc(=O)c2c(C)n(Cc3ccco3)c(C)c12 | 1 | -17 | 14 | -1.3 | 9 | -9 | 91 | 1 | 87 | -42
CCN(CC)c1ccc(C=Nc2cc(C)ccc2C)c(O)c1 | 2 | x | 6 | -0.2 | 1 | 3 | 79 | -6 | 97 | -32
CCOC(=O)c1c(N2CCCCC2)c2ccccc2[nH]c1=O | -2 | 26 | 4 | -3.0 | -7 | -5 | 98 | 0 | 87 | -14
CCC(SC1=NCCS1)C(=O)Nc1nnc(-c2ccccc2OC)s1 (stereo unspecified) | 3 | -17 | 9 | -3.7 | -9 | 2 | 75 | 0 | 83 | 0
C#CCSc1nnc(-c2sc(-c3ccccc3)nc2C)n1C | 1 | -3 | 5 | -2.5 | -12 | 10 | 94 | x | 87 | -18
CC(C)OC(=O)Cn1nnc2c(cnn2-c2ccccc2)c1=O | 9 | -20 | 1 | 1.2 | x | 9 | 87 | x | 86 | -9
O=C(O)C1Cc2[nH]cnc2C(c2ccccc2O)N1 (stereo unspecified) | 3 | x | 3 | -2.6 | -4 | 9 | 80 | 4 | 90 | -14
C=CCOc1ccc(/C=N/n2cncn2)cc1OC | 0 | -13 | 4 | -0.5 | -4 | 5 | 98 | 3 | 113 | -43
O=C(c1ccc2ccccc2n1)N1CCN(c2ccccc2)CC1 | 2 | -39 | 18 | -2.3 | -8 | -2 | 91 | 0 | 87 | -28
S=c1nc2ccccc2c2nc(-c3ccccc3)[nH]n12 | 0 | x | 9 | -1.1 | -10 | 4 | 89 | 0 | 88 | -24
C=C(C)C1CC=C(C)/C(=N/NC(=S)Nc2ccccc2)C1 (stereo unspecified) | 0 | x | 6 | -1.2 | -1 | 16 | 92 | 1 | 92 | 5
Cc1ccc2nc3ccc(N4CCN(C)CC4)nn3c(=O)c2c1 | 1 | x | 9 | -2.6 | -18 | -4 | 80 | -1 | 97 | -58
O=C1CCCC2=C1C(c1ccc(Br)cc1)c1c([nH]c(=S)[nH]c1=O)N2 (stereo unspecified) | -3 | 17 | 29 | 0.5 | -14 | -12 | 92 | 0 | 93 | -5
CCOc1cccc(-c2cc(-c3n[nH]c(=S)n3CC)c3ccccc3n2)c1 | 2 | -22 | 33 | -2.7 | -8 | -13 | 98 | x | 81 | 16
CCNc1nc(N)c(C(=O)c2ccc(Cl)s2)s1 | 3 | 17 | 3 | -5.3 | -30 | 4 | 25 | -1 | 17 | -47
Nc1ccc(Oc2ccc(Br)cc2)cc1 | 0 | x | 15 | -3.9 | -7 | 7 | 92 | -6 | 90 | -30

6 successive compounds from above:
SMILES | NPY-Y2 antag | E-sel TNF inh | Measles CPE | MRP1 act | Yeast life ext | GALR2 blocker | bCat KO growth | Phagocytosis inh | PTEN del growth | BB579 growth dn
C=C(C)C1CC=C(C)/C(=N/NC(=S)Nc2ccccc2)C1 (stereo unspecified) | 0 | x | 6 | -1.2 | -1 | 16 | 92 | 1 | 92 | 5
Cc1ccc2nc3ccc(N4CCN(C)CC4)nn3c(=O)c2c1 | 1 | x | 9 | -2.6 | -18 | -4 | 80 | -1 | 97 | -58
O=C1CCCC2=C1C(c1ccc(Br)cc1)c1c([nH]c(=S)[nH]c1=O)N2 (stereo unspecified) | -3 | 17 | 29 | 0.5 | -14 | -12 | 92 | 0 | 93 | -5
CCOc1cccc(-c2cc(-c3n[nH]c(=S)n3CC)c3ccccc3n2)c1 | 2 | -22 | 33 | -2.7 | -8 | -13 | 98 | x | 81 | 16
CCNc1nc(N)c(C(=O)c2ccc(Cl)s2)s1 | 3 | 17 | 3 | -5.3 | -30 | 4 | 25 | -1 | 17 | -47
Nc1ccc(Oc2ccc(Br)cc2)cc1 | 0 | x | 15 | -3.9 | -7 | 7 | 92 | -6 | 90 | -30

A different layout for part of the listing above:
O=C1CCCC2=C1C(c1ccc(Br)cc1)c1c([nH]c(=S)[nH]c1=O)N2 (stereo unspecified)
  NPY-Y2 antag: -3
  E-sel TNF inh: 17
  Measles CPE: 29
  MRP1 act: 0.5
  Yeast life ext: -14
  GALR2 blocker: -12
  bCat KO growth: 92
  Phagocytosis inh: 0
  PTEN del growth: 93
  BB579 growth dn: -5

CCOc1cccc(-c2cc(-c3n[nH]c(=S)n3CC)c3ccccc3n2)c1
  NPY-Y2 antag: 2
  E-sel TNF inh: -22
  Measles CPE: 33
  MRP1 act: -2.7
  Yeast life ext: -8
  GALR2 blocker: -13
  bCat KO growth: 98
  Phagocytosis inh: x
  PTEN del growth: 81
  BB579 growth dn: 16

Remaining list, next part
SMILES | NPY-Y2 antag | E-sel TNF inh | Measles CPE | MRP1 act | Yeast life ext | GALR2 blocker | bCat KO growth | Phagocytosis inh | PTEN del growth | BB579 growth dn
CCOC(=O)N1CCN(C(=O)/C(=C/c2ccccc2OC)NC(=O)c2ccccc2)CC1 | 2 | -39 | 22 | -2.4 | -2 | 3 | 93 | -1 | 101 | -10
CCN1CCCC1CNC(=O)c1cn(CC)c2ccc(S(=O)(=O)N3CCCCCC3)cc2c1=O (stereo unspecified) | 3 | -5 | 5 | -3.4 | -25 | -13 | 94 | -1 | 100 | -25
S=C(c1ccc2c(c1)OCO2)N1CCCCC1 | 1 | -1 | 2 | 0.0 | -2 | -2 | 95 | 1 | 105 | -65
Cc1cc(C)c2c(c1)NC(=O)C2(O)CC(=O)c1cccs1 (stereo unspecified) | 2 | 16 | 35 | -1.8 | -8 | 5 | 91 | 6 | 99 | 2
COc1ccc(C(=O)NCc2nnc(SCC(=O)N3CCC(C)CC3)o2)cc1OC | 2 | -2 | 1 | -0.1 | -1 | 9 | 85 | 0 | 87 | -41
CCOC(=O)C1C(=O)N(C(=O)c2cncc(Br)c2)CC1c1ccccc1 (stereo unspecified) | 1 | x | 7 | 0.8 | 10 | -11 | 98 | -1 | x | -45
C=CCOc1ccc(/C=C/C(C)=N\O)cc1 | -2 | -1 | 11 | -5.3 | -16 | -4 | 90 | 3 | 94 | 1
Cc1ccc(NC2=CC(=O)C(=O)c3ccccc32)cc1 | -2 | -3 | 37 | -7.0 | x | 14 | 1.2* | x | 0.6* | 22
O=C(CSCc1c(Cl)cccc1Cl)NCc1cccnc1 | 0 | 33 | 50 | -1.3 | -7 | 7 | 109 | x | 108 | -39
O=S(=O)(O)c1nnc2sc3ccccc3n12 | 2 | -6 | 4 | -1.4 | -15 | 5 | 99 | 1 | 96 | 13
Cc1cc(C(=O)Nc2ccccc2C#N)n(-c2ccccc2)n1 | 0 | x | 16 | -1.1 | -11 | 5 | 100 | 0 | 103 | -50
Cc1nc2ccccc2n1Cc1n[nH]c(=S)n1-c1ccc(Cl)cc1 | 3 | -1 | 5 | -2.7 | 3 | 9 | 94 | -2 | 99 | -34
Nc1nnc(CSCc2ccccc2)s1 | 1 | x | 13 | 2.1 | -4 | 4 | 91 | -2 | 100 | -48
CC(C)CN(C(=O)CSc1nnc2c(Cl)cc(C(F)(F)F)cn12)C1CCS(=O)(=O)C1 (stereo unspecified) | -1 | -22 | 8 | -1.8 | -18 | 5 | 100 | 0 | 100 | 18
NS(=O)(=O)c1cc2c(cc1Cl)NC(C(Cl)Cl)NS2(=O)=O (stereo unspecified) | 3 | x | 16 | -2.1 | 2 | 13 | 90 | x | 96 | -18
O=C1c2cccc3cccc(c23)C(=O)N1OS(=O)(=O)c1ccc(Cl)cc1 | 2 | x | 19 | -2.4 | 17 | 10 | 70 | -11 | 70 | -31
O=C(/C=C/c1ccccc1)CC(O)(c1ccccc1)C(F)(F)C(F)F (stereo unspecified) | 1 | -13 | 14 | -3.3 | 40* | 0 | 2.8* | -1 | x | -42
O=C(N/N=C/c1cccs1)c1cccc(NC(=O)c2ccccc2Cl)c1 | 0 | x | 5 | -1.2 | 2 | 18 | 95 | -9 | 95 | -39
Cc1cccc(OCCc2nnc(N)s2)c1C | 4 | -1 | 17 | -0.8 | -7 | 3 | 100 | -1 | 95 | -15
O=C(CSc1nnc(-c2cccnc2)s1)Nc1ccnc2ccccc12 | 3 | 2 | 7 | -0.2 | 5 | 17 | 23 | -12 | 23 | -24
Cc1ccc(-n2nc3cc(Cl)c(NC(=O)c4ccco4)cc3n2)cc1 | 1 | 13 | 2 | -2.3 | -28 | -4 | 33 | -1 | 56 | -13
Cc1nc(NCCN2CCOCC2)c2oc3ccccc3c2n1 | 1 | x | 13 | -1.2 | 0 | 3 | 96 | -1 | 89 | -3
O=C(Nc1ccc(Cl)cc1)Nc1nnc(CSCc2ccc(Cl)cc2)s1 | 7 | x | 1 | -6.8 | -4 | -2 | 30 | -7 | 28 | -16
CC(C)C(=O)O/N=C(\N)c1ccccn1 | 0 | x | 8 | -1.5 | 0 | -1 | 91 | -6 | 95 | -25
CCn1ncc(Cl)c1C(=O)Nc1cc([N+](=O)[O-])ccc1OC | 1 | 28 | 17 | 0.0 | 0 | 5 | 96 | 0 | 98 | -7
Cc1cc(C)n(CC(O)Cn2c3ccc(Cl)cc3c3cc(Cl)ccc32)c(=O)n1 (stereo unspecified) | 4 | 33 | 11 | 0.8 | -9 | -19 | 79 | x | 81 | -32
CN(C)Cc1c(O)ccc2occ(C(O)c3ccccc3)c12 (stereo unspecified) | 2 | x | 6 | -1.1 | -11 | 2 | 67 | 0 | 73 | -27
O=c1c(-c2ccccc2)c(O)c2cccc3c2n1CCC3 | 4 | 8 | 2 | -2.7 | 11 | 3 | 94 | 0 | 105 | -9
